RECQ1 inh: blocks DNA unwinding by human RECQ1 | 240,000 compounds, 0.54% hits | P46063 | Potency, µM (doses to about 57.3 µM), for inactives: at the highest dose activity, negative = inhibition, usual class: inhibitors | RECQ1 DNA unwinding, red fluorescence kinetic read; active = well fitted inhibition curve with a large enough effect; inconclusive = small, poorly fitted or top-dose-only effect;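 note: plate controls were vehicle for no effect and no enzyme for full effect; nearly all actives have a fitted effect of over 30% in size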
Target sequence (P46063 whole entry, looked up): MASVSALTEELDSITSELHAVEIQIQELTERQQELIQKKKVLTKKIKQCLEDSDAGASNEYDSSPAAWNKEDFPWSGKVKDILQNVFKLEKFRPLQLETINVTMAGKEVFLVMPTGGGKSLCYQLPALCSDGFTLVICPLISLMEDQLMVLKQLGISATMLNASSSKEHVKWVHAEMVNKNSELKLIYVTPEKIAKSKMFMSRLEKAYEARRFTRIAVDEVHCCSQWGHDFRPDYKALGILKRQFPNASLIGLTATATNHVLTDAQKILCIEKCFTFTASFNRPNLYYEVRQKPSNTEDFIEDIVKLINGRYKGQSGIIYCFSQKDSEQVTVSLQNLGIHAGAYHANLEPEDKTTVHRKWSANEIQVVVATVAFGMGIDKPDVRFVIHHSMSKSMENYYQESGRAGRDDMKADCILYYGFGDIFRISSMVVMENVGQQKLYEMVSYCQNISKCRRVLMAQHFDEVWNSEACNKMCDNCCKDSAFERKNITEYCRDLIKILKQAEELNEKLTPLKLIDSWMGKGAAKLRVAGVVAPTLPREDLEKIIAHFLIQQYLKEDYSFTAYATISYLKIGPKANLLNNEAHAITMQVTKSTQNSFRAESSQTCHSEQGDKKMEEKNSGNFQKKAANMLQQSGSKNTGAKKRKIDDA
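50 nM RECQ1T1 preincubated 15 min with compound in Tris pH 8.0 buffer with MgCl2, DTT, Tween-20 and 2.5 ug/ml poly(dI-dC); started with 200 nM TAMRA/BHQ-2 forked duplex and 2 mM ATP. Unwinding read as fluorescence (525/598 nm), two reads 2 h apart.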
JMJD2E inh: JMJD2E (human) inhibition. JMJD2E catalytic domain, FDH-coupled NADH fluorescence (FDH is formaldehyde dehydrogenase). 230,000 compounds, 1.6% hits. Potency, µM (series often up to 57.1 µM), inactives show at the top dose activity change, negative = inhibition, actives largely listed as inhibitors; active = well fitted inhibition curve with a large enough effect, not every such curve was filed as active; inconclusive = small, poorly fitted or top-dose-only effect, or another doubt; inactive = no such curve, though single readings can be large or run the other way;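 note: 0% = wells with enzyme and -100% = buffer wells without enzyme; nearly all actives have a fitted effect of over 50% in size; many of its hits are not listed in these tables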
Starred values were filed as active, the others as inactive. Potency is the fitted concentration of half-maximal effect. Not all compounds are listed. The share of hits here may be higher or lower than overall.

Results for COc1cc(/C=C(/C#N)C(=O)Nc2ccccc2)c(Br)cc1OCc1ccc(C(=O)O)cc1 ?
RECQ1 inh: -1%; JMJD2E inh: 4%

How did COc1ccc(CCN2C(=O)CC(N3CCC(C(N)=O)CC3)C2=O)cc1OC (stereo not drawn) do in these assays?
RECQ1 inh: inactive; JMJD2E inh: -7%

How did CCOC(=O)Cc1csc(NC(=O)/C=C/c2ccco2)n1 do in these assays?
RECQ1 inh: 0%; JMJD2E inh: inconclusive

How did COc1ccc(S(=O)(=O)N2CCOC2CNC(=O)C(=O)NCc2ccco2)cc1 (stereo not drawn) do in these assays?
RECQ1 inh: inconclusive; JMJD2E inh: inconclusive

How did CC1=C(C(N)=O)C(c2cccs2)NC(=O)N1 (stereo not drawn) do in these assays?
RECQ1 inh: -2%; JMJD2E inh: 5%

Results for Cn1c2ccccc2c2cnn(CC(=O)Nc3ccc(Cl)cc3)c(=O)c21 ?
RECQ1 inh: -5%; JMJD2E inh: inconclusive

How did CC(C)NC(=O)C1CCN(c2ccc(S(=O)(=O)N3CCOCC3)cc2Cl)CC1 do in these assays?
RECQ1 inh: inactive; JMJD2E inh: 1%

Results for O=C(Nc1ccc(F)cc1)Nc1csc2ccccc12 ?
RECQ1 inh: inactive; JMJD2E inh: -2%

Results for N#C/C(=C(/O)c1ccc([N+](=O)[O-])cc1)c1nc2ccccc2[nH]1 ?
RECQ1 inh: 18%; JMJD2E inh: 8%

What do the screens show for `O=c1c(Cc2ccccc2)c(O)c2cccc3c4c(n1c23)CCCC4`?
RECQ1 inh: -1%; JMJD2E inh: inconclusive

What do the screens show for `Cc1cc(C)c2sc(NC(=O)CN3C(=O)CCC3=O)nc2c1`?
RECQ1 inh: -3%; JMJD2E inh: 1%

What do the screens show for `NC(=O)N/N=C/c1ccc(-c2ccc([N+](=O)[O-])cc2)o1`?
RECQ1 inh: -7%; JMJD2E inh: -7%

How did C=C(C)c1cccc(C(C)(C)NC(=O)Nc2nnc(C(C)C)s2)c1 do in these assays?
RECQ1 inh: inactive; JMJD2E inh: -8%

What do the screens show for `Cc1ccccc1NC(=O)/C(C#N)=C\c1cc(C)n(-c2ccc(C(=O)O)cc2)c1C`?
RECQ1 inh: -8%; JMJD2E inh: 20µM*

What do the screens show for `COCCn1c(SCC(=O)Nc2cc(OC)ccc2OC)nc2c(c1=O)SC(C)C2` (stereo not drawn)?
RECQ1 inh: -8%; JMJD2E inh: -1%

Results for COc1ccc(C2N(c3ccc4c(c3)OCCO4)C(=O)C2(F)F)cc1OC (stereo not drawn) ?
RECQ1 inh: -10%; JMJD2E inh: -8%

What do the screens show for `O=C(Nc1ncc(S(=O)(=O)c2ccc([N+](=O)[O-])cc2)s1)c1cccnc1`?
RECQ1 inh: -11%; JMJD2E inh: 7%

How did COc1ccc(/C=C/C(=O)NC(=S)NNC(=O)c2cnccn2)cc1 do in these assays?
RECQ1 inh: 2%; JMJD2E inh: 7.9µM*

Results for Brc1ccc(-c2ncc3ccccn23)cc1 ?
RECQ1 inh: -17%; JMJD2E inh: inconclusive

What do the screens show for `COc1ccc(CCNC(=O)c2cc3c(=O)n(C)c4ccccc4c3n2C)c(OC)c1`?
RECQ1 inh: -7%; JMJD2E inh: inconclusive

What do the screens show for `Cn1cnc(S(=O)(=O)Nc2ccc3c(c2)OCCO3)c1`?
RECQ1 inh: inactive; JMJD2E inh: 5%

Results for CCCCNC(=O)C1CCC(CNc2c(N3CCC(C)CC3)c(=O)c2=O)CC1 (stereo not drawn) ?
RECQ1 inh: -7%; JMJD2E inh: -2%

What do the screens show for `O=C(C1CCCN1S(=O)(=O)c1cccc2nsnc12)N1CCCCC1` (stereo not drawn)?
RECQ1 inh: 1%; JMJD2E inh: -14%

Results for COc1ccccc1CCNC(=O)Cc1cccs1 ?
RECQ1 inh: -2%; JMJD2E inh: 6%

How did Cc1ccc2c(c1)C(c1ccccc1)N(C(=O)c1ccc3c(c1)OCO3)CC(=O)N2 (stereo not drawn) do in these assays?
RECQ1 inh: -2%; JMJD2E inh: 1%

How did Cc1[nH]c2ccccc2c1/C=N/NC(=O)CNC(=O)c1ccc2c(c1)OCCO2 do in these assays?
RECQ1 inh: -11%; JMJD2E inh: 5%

How did COc1ccc(C(=O)NCC2CCCO2)cc1OC (stereo not drawn) do in these assays?
RECQ1 inh: -4%; JMJD2E inh: 1%

Results for COc1ccc(/C=N/Nc2ncnc3c2[nH]c2ccc(C)cc23)c(OC)c1OC ?
RECQ1 inh: inactive; JMJD2E inh: inconclusive

What do the screens show for `Cc1cccc(NC(=O)C2CC(=O)n3ncnc3N2)c1` (stereo not drawn)?
RECQ1 inh: -6%; JMJD2E inh: -4%

Results for COc1ccc(CC(=O)O/N=C(\N)c2ccc(OC)cc2)cc1 ?
RECQ1 inh: -11%; JMJD2E inh: 3%

What do the screens show for `CCCCCc1nc2c(c3c1CCCC3)CCCC2`?
RECQ1 inh: -1%; JMJD2E inh: 4%

Results for CC(C)Nc1nc(N)c(C(=O)C23CC4CC(CC(C4)C2)C3)s1 ?
RECQ1 inh: -5%; JMJD2E inh: 5%

How did Cc1cc2sc3nc(=O)n(-c4ccccc4)c(=O)n3c2cc1C do in these assays?
RECQ1 inh: -3%; JMJD2E inh: 3%

What do the screens show for `Cc1cccnc1NC(=O)C(C)N1C(=O)c2ccccc2C1=O` (stereo not drawn)?
RECQ1 inh: -6%; JMJD2E inh: 8%

Results for COc1ccc(-n2c(N)cc(=O)[nH]c2=O)cc1 ?
RECQ1 inh: -3%; JMJD2E inh: -4%

Results for COc1ccc(NC2c3ccccc3C(=O)N2Cc2ccc3c(c2)OCO3)cc1 (stereo not drawn) ?
RECQ1 inh: -8%; JMJD2E inh: 0%

Results for O=C(O)CCNC(=O)/C(=C\C=C\c1ccccc1)NC(=O)c1ccccc1 ?
RECQ1 inh: inactive; JMJD2E inh: -1%

Results for COC(=O)CNc1nc(Cl)nc(N2CCC(C)CC2)n1 ?
RECQ1 inh: -11%; JMJD2E inh: 3%

How did Cc1ccc(Sc2cc(NCCCO)c([N+](=O)[O-])c3nonc23)cc1 do in these assays?
RECQ1 inh: 25%; JMJD2E inh: -29%

What do the screens show for `COc1ccc(-c2cc(-c3ccco3)[nH]c(=O)c2C#N)cc1`?
RECQ1 inh: inactive; JMJD2E inh: inconclusive

What do the screens show for `OC(COc1cccc2ccccc12)CN1CCN(c2ccc(Cl)cc2)CC1` (stereo not drawn)?
RECQ1 inh: -8%; JMJD2E inh: 8%

How did CC1(C)Cc2c(c(-c3ccco3)nc3sc4c(NCCCO)ncnc4c23)CO1 do in these assays?
RECQ1 inh: -13%; JMJD2E inh: inconclusive

Results for CSc1oc(-c2cccs2)nc1S(=O)(=O)c1ccccc1 ?
RECQ1 inh: inactive; JMJD2E inh: inconclusive

Results for Cc1nc(SCC(=O)Nc2cc(C(N)=O)cc(C(N)=O)c2)c2c(C)c(C)sc2n1 ?
RECQ1 inh: -13%; JMJD2E inh: inconclusive

Results for COc1ccc(C2CC(=O)c3cc(OC)c(OC)cc32)cc1OC (stereo not drawn) ?
RECQ1 inh: -12%; JMJD2E inh: 0%

How did Cc1ccc(S(=O)(=O)CCc2nnc(NC(=O)C3CCCCC3)s2)cc1 do in these assays?
RECQ1 inh: -15%; JMJD2E inh: 2%

Results for COc1ccc(NC(=O)c2ccc(CNc3c(N4CCCC4)c(=O)c3=O)cc2)cc1Cl ?
RECQ1 inh: inactive; JMJD2E inh: -2%

Results for CC(=O)NC(=S)Nc1ccc(NC(=O)c2cccnc2)cc1 ?
RECQ1 inh: inactive; JMJD2E inh: -3%

Sorted by count of non-hydrogen atoms (low to high): 3 of the compounds above
Results for CSc1oc(-c2cccs2)nc1S(=O)(=O)c1ccccc1 ?
RECQ1 inh: inactive; JMJD2E inh: inconclusive

What do the screens show for `COc1ccc(-c2cc(-c3ccco3)[nH]c(=O)c2C#N)cc1`?
RECQ1 inh: inactive; JMJD2E inh: inconclusive

What do the screens show for `OC(COc1cccc2ccccc12)CN1CCN(c2ccc(Cl)cc2)CC1` (stereo not drawn)?
RECQ1 inh: -8%; JMJD2E inh: 8%

The listing continues:
Results for COc1ccccc1OCCSc1nc(C)c(Cc2ccccc2)c(=O)[nH]1 ?
RECQ1 inh: inactive; JMJD2E inh: 13%

Results for O=C(Nc1ccccc1N1CCOCC1)C1CCN(S(=O)(=O)c2ccc(Cl)cc2)CC1 ?
RECQ1 inh: -4%; JMJD2E inh: 7%

Results for O=C(NNC(=O)C1CCN(S(=O)(=O)c2cccc(Cl)c2)CC1)C1CC1 ?
RECQ1 inh: -3%; JMJD2E inh: -1%

What do the screens show for `O=C(O)c1ccc(S(=O)(=O)c2ccc3c(c2)C(=O)N(NC(=O)c2ccncc2)C3=O)cc1`?
RECQ1 inh: inactive; JMJD2E inh: 7%

Results for COc1ccc(-c2nn(-c3ccccc3)cc2C2CC(c3cccs3)=NN2C(=O)CCC(=O)O)cc1 (stereo not drawn) ?
RECQ1 inh: -1%; JMJD2E inh: inconclusive

What do the screens show for `CC(/C=C/c1ccc2c(c1)OCO2)=N/NC(=O)c1ccncc1`?
RECQ1 inh: -7%; JMJD2E inh: 3%

How did COC(=O)c1ccc(NC(=O)COc2ccc([N+](=O)[O-])cc2)cc1 do in these assays?
RECQ1 inh: -5%; JMJD2E inh: -1%

How did COc1cc(NC2c3ccccc3C(=O)N2Cc2ccc3c(c2)OCO3)cc(OC)c1 (stereo not drawn) do in these assays?
RECQ1 inh: -9%; JMJD2E inh: -5%

In the list so far, these have a halogen:
Results for COc1cc(/C=C(/C#N)C(=O)Nc2ccccc2)c(Br)cc1OCc1ccc(C(=O)O)cc1 ?
RECQ1 inh: -1%; JMJD2E inh: 4%

Results for Cn1c2ccccc2c2cnn(CC(=O)Nc3ccc(Cl)cc3)c(=O)c21 ?
RECQ1 inh: -5%; JMJD2E inh: inconclusive

How did CC(C)NC(=O)C1CCN(c2ccc(S(=O)(=O)N3CCOCC3)cc2Cl)CC1 do in these assays?
RECQ1 inh: inactive; JMJD2E inh: 1%

Results for O=C(Nc1ccc(F)cc1)Nc1csc2ccccc12 ?
RECQ1 inh: inactive; JMJD2E inh: -2%

Results for COc1ccc(C2N(c3ccc4c(c3)OCCO4)C(=O)C2(F)F)cc1OC (stereo not drawn) ?
RECQ1 inh: -10%; JMJD2E inh: -8%

Results for Brc1ccc(-c2ncc3ccccn23)cc1 ?
RECQ1 inh: -17%; JMJD2E inh: inconclusive

Results for COC(=O)CNc1nc(Cl)nc(N2CCC(C)CC2)n1 ?
RECQ1 inh: -11%; JMJD2E inh: 3%

What do the screens show for `OC(COc1cccc2ccccc12)CN1CCN(c2ccc(Cl)cc2)CC1` (stereo not drawn)?
RECQ1 inh: -8%; JMJD2E inh: 8%

Results for COc1ccc(NC(=O)c2ccc(CNc3c(N4CCCC4)c(=O)c3=O)cc2)cc1Cl ?
RECQ1 inh: inactive; JMJD2E inh: -2%

Results for O=C(Nc1ccccc1N1CCOCC1)C1CCN(S(=O)(=O)c2ccc(Cl)cc2)CC1 ?
RECQ1 inh: -4%; JMJD2E inh: 7%

Results for O=C(NNC(=O)C1CCN(S(=O)(=O)c2cccc(Cl)c2)CC1)C1CC1 ?
RECQ1 inh: -3%; JMJD2E inh: -1%

Screening data as filed in PubChem BioAssay.
